# Source: PubChem
# TROY signal inh: TROY signaling inhibition; Q293 LMP1-TROYcd NF-kB luciferase reporter, 4 h; inhibition, % at 10 µM; 0.98% of 360,000 active;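 active = compounds whose plate-normalised and pattern-corrected inhibition of the luciferase reporter signal at the single screening dose is 50% or more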
# Vif inh: blocks HIV Vif function; HEK293T cells, Vif self-association by quenched fluorescence, imaging, 24 h; inhibition, % at 7.49 µM; 0.35% of 340,000 active; in the data active = inhibition above about 50%, passing the limit was not always enough; note: some results filed as inactive read as strong as hits
# SRC2 inh: inhibits human steroid receptor coactivator 2. HEK293 GAL4-SRC2 luciferase reporter, luminescence. inhibition, % at 9 µM. 0.17% of 370,000 active. AID 651957;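 active = inhibition above the mean inhibition of all tested compounds plus 3 SD, set per campaign, cut at about 52% in these data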;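 note: 0% = DMSO treated cells and 100% = cells given Gossypol at 36 µM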
# C8 TRAIL sens: caspase-8 TRAIL sensitization; inhibition (viability loss, TRAIL sensitization), % at 10 µM; NB7+C8 cells + TRAIL, ATPlite viability luminescence; 1% of 360,000 active;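 active = compounds causing at least 50% loss of cell viability in the single-dose screen, relative to plate controls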
# NR5A2 inv ag: inverse agonists of human LRH-1 (NR5A2); O00482; HEK293T StAR-luciferase reporter, LRH-1 transfected, 24 h; inhibition, % at 3.6 µM; 0.13% of 360,000 active;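 active = inhibition above the mean inhibition of all tested compounds plus 3 SD, cut at about 73% in these data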;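 note: 0% = DMSO wells and 100% = reporter-only cells lacking LRH-1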
# Target sequence (O00482 whole entry, looked up): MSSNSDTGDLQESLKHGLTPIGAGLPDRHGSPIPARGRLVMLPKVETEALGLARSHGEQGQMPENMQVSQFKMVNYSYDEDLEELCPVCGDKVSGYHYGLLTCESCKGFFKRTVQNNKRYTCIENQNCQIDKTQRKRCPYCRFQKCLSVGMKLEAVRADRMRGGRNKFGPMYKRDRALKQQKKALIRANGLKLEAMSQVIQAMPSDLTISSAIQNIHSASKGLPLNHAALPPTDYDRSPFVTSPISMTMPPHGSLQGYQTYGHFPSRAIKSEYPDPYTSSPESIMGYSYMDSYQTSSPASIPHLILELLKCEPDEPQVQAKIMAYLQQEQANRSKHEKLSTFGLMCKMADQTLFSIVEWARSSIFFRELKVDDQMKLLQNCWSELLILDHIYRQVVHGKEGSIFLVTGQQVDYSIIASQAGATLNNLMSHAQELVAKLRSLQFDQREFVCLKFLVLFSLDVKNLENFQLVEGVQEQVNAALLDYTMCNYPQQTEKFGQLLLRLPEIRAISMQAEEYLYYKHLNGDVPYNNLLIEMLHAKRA
# NOD2 RIPK2 PPI: blocks binding of human NOD2 to RIPK2; O43353; CHO BLA complementation NOD2-RIPK2, CCF4 ratio; inhibition, % at 4.98 µM; 0.38% of 360,000 active; AID 624267; in the data active = inhibition above about 21%;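 note: 0% = vehicle only and 100% = reference blocker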
# Target sequence (O43353 whole entry, looked up): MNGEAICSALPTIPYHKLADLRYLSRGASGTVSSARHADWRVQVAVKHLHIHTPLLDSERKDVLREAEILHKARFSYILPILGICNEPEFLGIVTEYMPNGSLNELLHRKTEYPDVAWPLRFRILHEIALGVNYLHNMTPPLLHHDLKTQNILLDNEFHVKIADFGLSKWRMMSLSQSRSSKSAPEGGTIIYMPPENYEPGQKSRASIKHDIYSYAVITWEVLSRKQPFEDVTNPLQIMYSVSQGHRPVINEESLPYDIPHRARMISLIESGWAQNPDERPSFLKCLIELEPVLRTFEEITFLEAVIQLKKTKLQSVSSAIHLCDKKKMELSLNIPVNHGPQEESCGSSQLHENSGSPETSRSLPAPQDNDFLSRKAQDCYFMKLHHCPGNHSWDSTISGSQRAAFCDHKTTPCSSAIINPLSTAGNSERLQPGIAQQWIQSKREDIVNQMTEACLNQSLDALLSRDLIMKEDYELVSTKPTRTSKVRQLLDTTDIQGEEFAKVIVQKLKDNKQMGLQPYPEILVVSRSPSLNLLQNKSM
# COUP-TFII inh: inhibitors of human COUP-TFII (NR2F2). 0.7% of 370,000 active. inhibition, % at 8.6 µM. AID 686940. P24468. HEK293T NGFI-A luciferase reporter, luminescence;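 active = inhibition above a per-plate cutoff, mean inhibition of test wells between control levels plus 3 SD, cut at about 38% in these data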;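 note: cells cotransfected with COUP-TFII expression vector driving the NGFI-A reporter; 0% = median of COUP-TF2 test wells and 100% = reporter-only cells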
# LMP1 NFkB inh: Epstein-Barr LMP1 NF-kappaB reporter inhibition | LMP1-induced NF-kappaB luciferase reporter cells, luminescence | inhibition, % at 12.5 µM | 0.69% of 350,000 active; in the data active = inhibition above about 41%;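 note: 0% = neutral control wells and 100% = reference inhibitor control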
# NCOA1 inh: human NCOA1 inhibition | inhibition, % at 3.6 µM | Q15788 | HEK293 GAL4-SRC1 luciferase reporter, luminescence | 0.12% of 360,000 active;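 active = inhibition above the campaign mean plus 3 SD, with each screening campaign given its own cutoff, cut at about 60% in these data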;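 note: 0% = DMSO treated cells and 100% = gossypol at 36 µM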
# NCOA3 inh: human NCOA3 inhibition | 0.17% of 360,000 active | inhibition, % at 3.6 µM | HEK293 GAL4-SRC3 luciferase reporter, luminescence | Q9Y6Q9 | AID 588352;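 active = inhibition above a per-campaign cutoff, the mean of all compounds plus 3 SD, cut at about 60% in these data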;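 note: 0% = DMSO-treated cells and 100% = gossypol-treated cells at 36 µM; higher means less SRC3-driven luciferase light from the GAL4 reporter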
# TLR9-MyD88 inh: inhibitors of human TLR9-MyD88 binding. inhibition, % at 4.98 µM. Q9NR96+Q99836. 0.21% of 340,000 active. CHO BLA complementation TLR9-MyD88, CCF4 FRET ratio;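 active = inhibition above the mean over all tested compounds plus 3 SD, cut at about 21% in these data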;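 note: 0% = DMSO only wells and 100% = clavulanate BLA inhibitor control wells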
# * marks the source's active call; other numbers are inactive results; / = not tested or not shown; & = joins results of further samples. Only part of the results is shown; rates above refer to the full screens.
SMILES,TROY signal inh,Vif inh,SRC2 inh,C8 TRAIL sens,NR5A2 inv ag,NOD2 RIPK2 PPI,COUP-TFII inh,LMP1 NFkB inh,NCOA1 inh,NCOA3 inh,TLR9-MyD88 inh
Cc1cc(Br)cn2c(Cc3ccsc3)c(-c3cccc(Cl)c3)nc12,19,/,15,-8,-4,-6,2,/,-10,-3,/
CCCC(=O)N1CCC(O)(c2cccc(F)c2)CC1,-6,7,6,8,-19,-16,-8,-6,-7,12,-5
CC(C)N(C(=O)Cn1cc(SCC(N)=O)c2ccccc21)C(C)C,15,5,0,3,-3,-25,15,-4,-12,12,4
COc1ccccc1Cn1c(=O)oc2ccccc21,-1,/,-26,-8,16,-4,-7,-9,-5,3,-5
CCOC(=O)CSc1nc2cc(C(=O)NCC3CCCO3)ccc2c(=O)n1Cc1ccco1 (stereo not drawn),6,-3,-3,-16,-1,4,18,-5,0,8,-1
Cc1nn(C)c(C)c1NC(=O)CN1CCC(O)(c2ccc3c(c2)OCO3)CC1,-25,3,-5,-11,-1,0,5,4,-2,-3,2
O=S(=O)(Nc1ccc(F)cc1)c1ccc(NS(=O)(=O)c2cccs2)cc1,5,6,4,-2,3,-4,4,-5,-10,-8,5
Cc1ccc(N(C)S(=O)(=O)c2cccc(C(=O)NNC(=O)c3ccncc3)c2)cc1,6,0,-27,14,1,0,-4,-5,-5,-4,-8
O=C(O)c1cc(-c2cccc([N+](=O)[O-])c2)n[nH]1,23,1,-11,1,7,4,-4,2,-11,-5,-9
Cc1nc(/C(N)=N/OC(=O)Cc2ccccc2)no1,-13,17,-2,-4,-8,-4,-8,-1,-5,10,-4

# Molecules shown so far that contain a thiophene ring, fused or not, in the order listed:
SMILES,TROY signal inh,Vif inh,SRC2 inh,C8 TRAIL sens,NR5A2 inv ag,NOD2 RIPK2 PPI,COUP-TFII inh,LMP1 NFkB inh,NCOA1 inh,NCOA3 inh,TLR9-MyD88 inh
Cc1cc(Br)cn2c(Cc3ccsc3)c(-c3cccc(Cl)c3)nc12,19,/,15,-8,-4,-6,2,/,-10,-3,/
O=S(=O)(Nc1ccc(F)cc1)c1ccc(NS(=O)(=O)c2cccs2)cc1,5,6,4,-2,3,-4,4,-5,-10,-8,5

# Carrying on.
SMILES,TROY signal inh,Vif inh,SRC2 inh,C8 TRAIL sens,NR5A2 inv ag,NOD2 RIPK2 PPI,COUP-TFII inh,LMP1 NFkB inh,NCOA1 inh,NCOA3 inh,TLR9-MyD88 inh
Cc1ccc([N+](=O)[O-])cc1NC(=O)/C=C/C(=O)O,8,-4,-28,-4,-4,-14,-14,4,-4,2,-7
COc1ccc(C(=O)Nc2ccc3nc(C)c(C)nc3c2)cc1,-32,-6,-51,1,-26,-9,-15,-12,-6,-41,-4
O=S(=O)(c1ccccc1)N1CCC(O)(CSc2ccccc2)CC1,5,/,-10,12,26,-11,12,4,-10,1,-10
O=C(CSc1nnc(CNC(=O)c2ccccc2F)o1)c1ccccc1,-21,8,-14,5,-6,1,-10,-8,1,0,15
O=C(Cn1cnc2ccccc21)N/N=C/C(Br)=C/c1ccccc1,7,-4,34,9,8,-7,11,0,1,7,-3
Cn1cc([N+](=O)[O-])c(C(=O)Nc2ccc(Br)cn2)n1,4,-8,3,28,0,-8,-5,4,1,-7,1
C=CCOc1ccc(/C=C2\SC(=Nc3cccnc3)NC2=O)cc1,-51,0,-10,9,2,5,15,5,-6,-15,5
CCCCc1ccccc1NC(=S)NC1CCCC1,6,11,-5,-16,-7,-5,16,4,-6,-23,0
O=C(Nc1cccc2ccccc12)N1CCCN(c2c(Cl)cncc2Cl)CC1,48,2,-11,13,8,-7,4,0,15,18,-1
Cc1nn(C)c(C)c1S(=O)(=O)N(CC(=O)N1CCc2ccccc21)c1ccc(C(C)C)cc1,-7,-6,0,4,9,6,4,-19,-2,10,4
O=C(Nc1cccc(Cl)c1)Nc1sccc1-c1nc2ccccc2s1,-33,-2,5,-4,11,4,-3,-6,-7,11,/
Cc1cc2ncn(C(=O)c3ccc4c(c3)OCO4)c2cc1C,-1,6,-48,8,10,-3,-3,4,1,-9,9
COC(=O)c1cc(C(=O)OCC(=O)NCc2ccc3c(c2)OCO3)cc([N+](=O)[O-])c1,16,2,9,5,12,-12,-4,-1,3,0,-1
CC1CC(C)CN(c2nc3c(c(=O)n(C)c(=O)n3C)n2CCSc2nc3ccccc3o2)C1 (stereo not drawn),5,8,-10,9,-6,2,-14,7,-4,-4,3
COc1ccc(C2CC(c3ccccc3)=NN2C(=O)CN2CCN(Cc3ccccc3)CC2)cc1 (stereo not drawn),-36,-2,8,-2,-20,3,16,-12,-4,11,-8
COc1ccc(OCC(O)CN2C(=O)c3ccccc3C2=O)cc1 (stereo not drawn),-35,-11,-5,10,-19,4,-8,-9,-27,-15,-9
Cc1nn(Cc2ccccc2)c(Cl)c1/C=C/C(=O)OCC(=O)NC(C)C(C)C (stereo not drawn),4,/,-16,0,-10,2,24,-1,8,10,5
CCOc1cc(C(=O)N2CCCC2)cc(OCC)c1OCC,14,-7,5,0,-4,1,-9,1,5,21,-3
Cn1c(N)c(C(=O)COC(=O)CCC2CCCCC2)c(=O)n(C)c1=O,-6,19,0,-6,11,-12,-6,-8,15,-4,-2
O=C(CN1C(=O)C2CCCN2c2ncc(Cl)cc21)NCc1ccc2c(c1)OCO2 (stereo not drawn),-14,0,2,-13,20,9,11,3,5,14,4
CC12CCC(=O)N1C(C(=O)Nc1nc(-c3ccccc3)cs1)CS2 (stereo not drawn),-8,3,-30,-13,-4,-10,-8,-12,-28,-15,-5
Cc1onc(-c2ccccc2)c1C(=O)N/N=C/c1ccc([N+](=O)[O-])s1,12,8,-1,21,18,1,-9,5,-4,23,-13
CC(C)c1cc(C(=O)N2CCCC(CCC(=O)N3CCN(c4ccccn4)CC3)C2)no1 (stereo not drawn),31,/,22,5,18,-2,15,4,13,-10,12
COc1ccc(Nc2nc3c(C)cccc3cc2C#N)c(OC)c1,7,-3,-46,-19,-3,-1,-3,1,-4,6,9
CC/C(=N\NC(=O)CNC(=O)/C=C/c1ccc(OC)cc1)c1ccccc1,-7,-5,-24,6,15,3,-6,-5,-3,25,1
CCOC(=O)N1CCN(C(=O)Nc2ccc3nc(-c4ccccn4)c(-c4ccccn4)nc3c2)CC1,8,6,10,-1,2,0,3,2,5,21,-4
CSc1nc(=O)n(CCC#N)nc1SC,7,13,16,-22,3,-8,-6,/,-2,-8,/
Fc1ccc(-n2cc(CNCCc3cccnc3)c(-c3ccccc3Cl)n2)cc1,12,3,-9,-11,-4,8,8,3,-8,13,-3
COc1ccc(OC)c(CNc2ncc(-c3cccc([N+](=O)[O-])c3)n2C)c1,-1,-2,-21,13,0,11,4,2,11,6,-2
C=C(C)CSc1nnc(-c2cccc(Cl)c2)n1N,-59,8,-10,3,-74,-1,-9,-18,-50,-50,6
Cc1ccc(C)c(N2CCN(C(=O)C3CCCN(S(=O)(=O)c4c(C)[nH]c(=O)[nH]c4=O)C3)CC2)c1 (stereo not drawn),-15,1,/,-18,5,-5,/,-6,-31,11,-1
O=C(Nc1ccccc1Cl)Nc1ccnn1C1CCN(C(=O)c2cscn2)CC1,3,-6,-5,-4,12,-20,7,1,-16,4,1
CCCCCCCCN1[C@@H](CC(=O)OCC)c2ccc(C(F)(F)F)cc2S1(=O)=O,3,-2,-14,14,-3,1,-5,-9,-2,12,6
Cc1ccccc1NC(=O)Cc1nc(COC(=O)COc2ccccc2C(C)C)cs1,7,11,22,27,-1,-3,-27,1,-9,-17,-3
CCc1c(O)nc(SCc2ccccc2)n(C(C)CC)c1=O (stereo not drawn),0,3,/,-9,-1,11,/,6,6,17,2
CCCc1nnc(NC(=O)CN2CCN(C)CC2)s1,-23,/,19,1,21,-12,0,0,-5,15,-2
COc1ccc2[nH]cc(CCNC(=S)NCCc3ccccc3)c2c1,-44,0,-5,-3,-11,-5,6,-12,-44,11,5
COC(=O)[C@@]12C[C@@H](CC(=O)NCCCCc3ccccc3)C(=O)N(CCc3ccc(OC)c(OC)c3)C1=CCC(C)(C)C2,/,/,2,-2,-25,2,-3,/,/,/,/
Cc1noc(NC(=O)c2ccc(Cl)cc2)c1Cl,-69,-2,-40,1,-22,2,-25,1,-5,-15,-4
Cc1cc(C)nc(NC(=O)/C=C/c2ccc(Cl)cc2)n1,-5,2,10,3,-28,7,6,-1,-40,-15,-8
CCOC(=O)c1ccc(-n2c(CN3CCC(C(N)=O)CC3)nc3ccc([N+](=O)[O-])cc3c2=O)cc1,55*,-1,-1,1,9,-8,-2,-8,-22,-3,-4
Cc1c(C(=O)N2CCOCC2)sc2ncnc(N3CCc4ccccc4C3)c12,6,11,-28,-19,-9,6,-4,4,-1,0,-10
CCc1nc2ccc(C(=O)Nc3ccc(NC(C)=O)cc3)cc2nc1CC,6,-18,0,-4,13,-2,5,6,10,17,2
Cc1cccc(N2C(=O)c3cccc4c(N(C)CCO)ccc(c34)C2=O)c1,-6,/,/,-3,-4,18,/,1,-16,-3,2
CCOC(=O)C1=C(C)NC(C)=C(C(=O)OCC)C1C(=O)OCC(=O)N1c2ccccc2CC1C (stereo not drawn),-9&1,0&-3,-2&15,1&0,-9&-54,-6&10,11&3,12&6,14&-18,2&7,-4&2
CC(C)(C)CC(=O)Nc1ccc(C(N)=O)cc1,-5,6,-4,-15,-12,-10,-10,2,-12,5,6
CC(C)n1cnc2c(Nc3ccc(C(=O)O)cc3)nc(Cl)nc21,-5,6,3,4,7,0,-3,-2,-28,-35,-3
Cc1ccc(S(=O)(=O)N2CCN(CCOc3ccccc3)CC2)cc1,-18,5,5,9,13,10,11,-2,-12,-6,6
CCOc1ccc(S(=O)(=O)N2CCOCC2)cc1NC(=O)C1CSC2(C)CCC(=O)N12 (stereo not drawn),13,-14,-17,-24,-15,3,8,4,-2,4,0
O=C1CCC(=O)N1Cc1c(Cl)cccc1Cl,-16,-5,3,3,-2,-6,0,-3,1,-4,1

# The listing continues.
SMILES,TROY signal inh,Vif inh,SRC2 inh,C8 TRAIL sens,NR5A2 inv ag,NOD2 RIPK2 PPI,COUP-TFII inh,LMP1 NFkB inh,NCOA1 inh,NCOA3 inh,TLR9-MyD88 inh
O=C(NCCc1ccccc1)N1c2ccccc2Sc2ccccc21,-2,-2,10,5,1,13,2,-10,14,13,-9
O=C(CSc1nnc(Cn2nnc3ccccc32)o1)N(Cc1ccc(F)cc1)c1ccccc1,43,/,24,18,50,1,79*,-1,29,32,2
COc1ccc(-c2cc(-c3ccccc3)nc(=O)[nH]2)cc1,9,-9,-6,-29,11,1,-12,1,4,4,2
O=C(NCC(=O)N(Cc1ccccc1)C(C(=O)NC1CCCC1)c1ccco1)c1ccco1 (stereo not drawn),0,-21,2,-2,12,4,-2,-7,8,18,1
COc1ccc(C(=O)Nc2cc(C(C)=O)c(/C=C/N(C)C)oc2=O)cc1,48,8,-49,4,-33,-6,-25,-2,-27,-7,0
S=C1NC(c2ccccc2)=NCN1c1ccc(Br)cc1,-83,2,-19,16,-63,-8,-19,-3,-15,-42,-4
CN1CCN(c2nc3c(c(=O)[nH]c(=O)n3C)n2Cc2cccc(Br)c2)CC1,-4,8,-5,7,-13,-5,-7,-2,2,14,-10
O=C(O)CCn1cc(/C=C2/NC(=S)N(c3ccccc3)C2=O)c(-c2ccccc2)n1,5,7,10,-10,-14,-5,3,-3,-8,5,10
